Screens: PubChem BioAssay, NCI
All columns: NCI-60 one-dose screen, growth in % after 48 h at 10 µM unless noted; 100 = growth as untreated, 0 = no growth, -100 = all killed.
MCF7 = MCF7 breast cancer; 82,000 compounds, 6.3% hits
MALME-3M = MALME-3M melanoma; AID 1794766; 78,000 compounds, 5.8% hits
BT-549 = BT-549 breast cancer. 78,000 compounds, 4.4% hits. AID 1794793
LOX IMVI = LOX IMVI melanoma. 79,000 compounds, 7.4% hits
MDA-MB-468 = MDA-MB-468 breast cancer | 78,000 compounds, 8.5% hits | AID 2202374
MDA-MB-231 = MDA-MB-231 breast cancer; 81,000 compounds, 5% hits; AID 1794789
T-47D = T-47D breast cancer; 79,000 compounds, 5% hits; AID 1794792
HS 578T = HS 578T breast cancer | 78,000 compounds, 4.1% hits | AID 1794788
* hit, by the source's call; nt = not tested or not shown. Rule for the calls: active = growth percent below 10; inactive = the rest.

Start of the data: the first two compounds (preview)
SMILES | MCF7 | MALME-3M | BT-549 | LOX IMVI | MDA-MB-468 | MDA-MB-231 | T-47D | HS 578T
c1ccc(Oc2c3ccccc3nc3ccccc23)cc1 | 14 | nt | 25 | 31 | -4.5* | 31 | 56 | 12
CN1C(=O)/C(=C/c2ccc(N(C)C)cc2)S/C1=N/c1nccs1 | 80 | 100 | 91 | 85 | 84 | 90 | 84 | 81

Results, previewed entries included:
SMILES | MCF7 | MALME-3M | BT-549 | LOX IMVI | MDA-MB-468 | MDA-MB-231 | T-47D | HS 578T
c1ccc(Oc2c3ccccc3nc3ccccc23)cc1 | 14 | nt | 25 | 31 | -4.5* | 31 | 56 | 12
CN1C(=O)/C(=C/c2ccc(N(C)C)cc2)S/C1=N/c1nccs1 | 80 | 100 | 91 | 85 | 84 | 90 | 84 | 81
COc1cc(/C=C/C(=O)Nc2ccccc2NC(=O)c2ccc(C(F)(F)F)cc2)cc(OC)c1OC | 58 | 104 | 92 | 87 | 90 | 74 | 74 | 65
Nc1ccn(C2O[C@H](CO)[C@@H](O)[C@@H]2O)c(=O)n1 (stereo partly specified) | 24 | 57 | 81 | 19 | 78 | 69 | 81 | 107
CCOC(=O)/C(=C/c1ccccc1)N(CC)CC | 100 | 90 | 111 | 91 | 99 | 105 | 105 | 96
O=C1OCC/C1=C/OCCO/C=C1\CCOC1=O | 99 | 99 | 110 | 94 | 94 | 97 | 95 | 105
COc1ccc(CCNC(=O)CC(C)=O)cc1 | 92 | 94 | 107 | 99 | 93 | 102 | 94 | 101
O=C1CCNC(=O)N1 | 97 | 108 | nt | 107 | 108 | 107 | 106 | 107
C=C(C)CC(C)(O)c1cccc2ccccc12 (stereo unspecified) | 107 | 102 | 100 | 97 | 101 | 101 | 113 | 97
Cc1cc(S(=O)(=O)O)ccc1O | 98 | 103 | 115 | 106 | 95 | 111 | 107 | 123
Cc1ccc(S(=O)(=O)/C(C#N)=C/n2c(=S)[nH]c3ccc([N+](=O)[O-])cc32)cc1 | 96 | nt | 100 | 93 | 115 | 117 | 87 | 105
Cc1ccc(S(=O)(=O)Nc2nc(Nc3ccc(Cl)cc3)c(C#N)c(-c3ccc(Cl)cc3)n2)cc1 | 55 | 73 | nt | 82 | 83 | 95 | 93 | 85
O=C(CNc1cccnc1)Nc1ccc(C(=O)/C=C/c2ccc(Cl)cc2)cc1 | nt | 89 | 90 | 86 | 92 | 77 | 90 | 82
CC(C)=C(NC(=O)c1ccccc1)C(=O)O | 112 | 99 | 110 | 101 | 89 | nt | 116 | nt
O=C1CSC(c2ccc(O)cc2)N1n1cnnc1 (stereo unspecified) | 95 | 105 | 99 | 101 | 106 | 109 | 108 | 112
CCCCCCCCCSc1ccc(C(=O)O)cc1 | 96 | 113 | 115 | 107 | nt | 105 | 106 | 103
O=C(NCc1ccccc1)C(O)C(Cc1ccccc1)N(Cc1ccccc1)Cc1ccccc1 (stereo unspecified) | 54 | 106 | 73 | 65 | 67 | 69 | 73 | 76
CN(N)c1nc2sc3c(c2c(=O)[nH]1)CCCC3 | 83 | 89 | 91 | 102 | 113 | 102 | 77 | 95
CC(C)Cn1cnc2c(=O)[nH]c(=O)[nH]c21 | 104 | 101 | 105 | 104 | 109 | 101 | 79 | 105
COc1cc(NCC(O)CN2CCC(C)CC2C)c2ncccc2c1 (stereo unspecified) | 59 | 124 | 85 | 86 | 43 | 67 | nt | 64
Nc1nonc1-c1nc2ccccc2n1Cc1cc2c(cc1Br)OCO2 | 87 | 84 | 90 | 92 | 81 | 73 | 81 | 78
C(=N\Nc1ncc(-c2cc3cc4c(cc3o2)OCO4)s1)/c1c[nH]c2ccccc12 | -0.8* | -46* | -57* | -94* | 0.5* | -27* | -3.9* | -7.0*
COC(=O)c1nc(=S)[nH]c(C(=O)OC)c1C(=O)c1cccc(O)c1 | 96 | 98 | 92 | 97 | 99 | 98 | 106 | 94
O=C1C=CC(=O)N1C(=O)NC(NC(=O)N1C(=O)C=CC1=O)c1ccc2c(c1)OCO2 | 99 | 104 | 91 | 104 | 98 | 114 | 108 | 114

Whole records from above:
O=C(NCc1ccccc1)C(O)C(Cc1ccccc1)N(Cc1ccccc1)Cc1ccccc1 (stereo unspecified) reads MCF7 = 54; MALME-3M = 106; BT-549 = 73; LOX IMVI = 65; MDA-MB-468 = 67; MDA-MB-231 = 69; T-47D = 73; HS 578T = 76
O=C1C=CC(=O)N1C(=O)NC(NC(=O)N1C(=O)C=CC1=O)c1ccc2c(c1)OCO2 reads MCF7 = 99; MALME-3M = 104; BT-549 = 91; LOX IMVI = 104; MDA-MB-468 = 98; MDA-MB-231 = 114; T-47D = 108; HS 578T = 114
CC(C)Cn1cnc2c(=O)[nH]c(=O)[nH]c21 reads MCF7 = 104; MALME-3M = 101; BT-549 = 105; LOX IMVI = 104; MDA-MB-468 = 109; MDA-MB-231 = 101; T-47D = 79; HS 578T = 105

New compounds follow:
SMILES | MCF7 | MALME-3M | BT-549 | LOX IMVI | MDA-MB-468 | MDA-MB-231 | T-47D | HS 578T
CCOC(=O)c1ccc(O)c(OC)c1 | 99 | 101 | 105 | 99 | 104 | 112 | 97 | 116
N#CC(C(=N/O)/C(=N/O)C(C#N)c1ccc(Cl)cc1)c1ccc(Cl)cc1 (stereo unspecified) | 100 | 96 | 104 | 93 | 91 | 102 | 93 | 91
CCCCCCCCOC(=O)COc1ccc(Cl)cc1Cl | 93 | 101 | 92 | 94 | 107 | 117 | 105 | 107
CN1CCN(CC(=O)N(C)c2ccc(N=C(c3ccccc3)c3c(O)[nH]c4ccc([N+](=O)[O-])cc34)cc2)CC1 | 22 | 84 | 64 | 36 | 88 | 64 | 90 | 18
Cc1ncsc1-c1ccc(CNC(=O)[C@@H]2C[C@@H](O)CN2C(=O)[C@@H](NC(=O)C2(F)CC2)C(C)(C)C)c(OCCOCCOCCOCCOc2nc(Nc3cc(S(C)(=O)=O)ccc3N[C@@H](c3cccc4c3OC(F)(F)O4)c3ncccc3Cl)nc(N3CCNCC3)n2)c1 | 5.4* | 41 | -34* | nt | -20* | nt | 77 | nt
COc1ccc(-c2cc(/C=C3\C(=O)Nc4cc(Cl)ccc43)[nH]n2)cc1 | 12 | 29 | 64 | 38 | 11 | 54 | 48 | -4.2*
O=C(/C=C/c1cccc2ccccc12)OCc1ccc2cc1OCC#C/C=C\C#CCO2 | nt | 101 | 106 | 100 | 114 | 118 | 86 | 119
N#C/C(=C\N1CCNC1=S)c1nc2ccccc2s1 | 82 | nt | 96 | 92 | 104 | 93 | 72 | 101
c1ccc(CSc2nnc(-c3cccnc3)o2)cc1 | 99 | 111 | 101 | nt | 118 | 106 | nt | 126
CC(C)OC(=O)Nc1cc(F)ccc1F | 97 | 93 | 111 | 106 | 93 | 97 | 95 | 110
O=C(CNC(=O)OCc1ccccc1)NC(Cc1cnc[nH]1)C(=O)O (stereo unspecified) | 96 | 89 | 117 | 100 | nt | 108 | 86 | 96
CCOC(=O)CN1C(=O)c2ccc(C(=O)c3ccc4c(c3)C(=O)N(CC(=O)OCC)C4=O)cc2C1=O | 105 | nt | 128 | 98 | 103 | 108 | 107 | 110
O=C(CSc1n[nH]c(-c2ccncc2)n1)c1ccc(Br)cc1 | 79 | 97 | 106 | 99 | 119 | 93 | 94 | 94
Cc1cc(N/C=c2\sc3ncnn3c2=O)no1 | 86 | 87 | 104 | 97 | 101 | 102 | 96 | 99
O=C1/C(=C/c2ccc(C(F)(F)F)cc2)COc2ccc(O)c(O)c21 | 4.9* | 24 | 11 | -91* | -37* | -10* | -37* | 10
O=C(NCCOC(=O)Nc1cccc2ccccc12)OCc1ccccc1 | 94 | nt | 106 | 98 | 107 | 102 | 101 | 110
O=C1OC(c2ccc(Cl)c(Cl)c2)=C/C1=C/c1cccc([N+](=O)[O-])c1 | 101 | 101 | 111 | nt | 92 | 108 | 97 | 98
COc1ccc2c(c1)sc1nc3nc4sc5cc(Cl)c(Cl)cc5n4c(=N)c3c(=N)n12 | 78 | 115 | 114 | 96 | 99 | 83 | 80 | 110
COc1ccc(C(=O)NC(=S)N2CCN(c3ncnc4c3cnn4-c3ccccc3)CC2)cc1 | 54 | 58 | 88 | 62 | 61 | 80 | 70 | 51
Cc1cccc(C)c1OC(=O)c1ccccc1 | 146 | 122 | 108 | 103 | 106 | 108 | 116 | 133
Fc1ccc(COc2ccc(Nc3ncnc4onc(-c5ccccc5)c34)cc2)cc1 | 88 | 104 | 93 | 96 | 92 | 88 | 90 | 102
Cc1ccc(O)c(C(C)C)c1 | 104 | 95 | 96 | 93 | 106 | 110 | 101 | 106
CC/C=C\C/C=C\C/C=C\C/C=C\C/C=C\CCCC(=O)OCC | 99 | 109 | 107 | 91 | 112 | 108 | 100 | 109
Cn1cccc1CC(=O)N/N=C\c1ccc(O)cc1O | 88 | 85 | 79 | 63 | 101 | 83 | 89 | 101
O=C1NC(=S)S/C1=C/c1cn(-c2ccccc2)nc1-c1ccc(Cl)cc1 | 79 | 81 | 81 | 87 | 62 | 84 | 67 | 101
C=CCC(OC(C)=O)c1cccc(OC)c1OC (stereo unspecified) | 99 | 99 | 109 | 102 | 110 | 120 | 99 | 106
COC(=O)[C@H](C)Nc1nc(N)nc(N(C)C2CCCCC2)c1C=O | 100 | nt | 85 | 103 | 102 | 93 | 105 | 108
COc1ccc(C(=O)CSc2nccc(N3CCN(C)CC3)n2)cc1 | 87 | 81 | 90 | 104 | 95 | 100 | 95 | 92
CC(=O)Nc1cccc2ccc(S(=O)(=O)O)cc12 | 94 | 97 | nt | 94 | 126 | 108 | 88 | 113
CC(=O)NC(C)(C)C1(C)CCC(=O)N1 (stereo unspecified) | 103 | 105 | 104 | 92 | 104 | 91 | 81 | 112
C=CCn1c(SCC(=O)Nc2ccc(OC)cc2)nnc1-c1cc(-c2ccc(Cl)cc2)nc2ccccc12 | 70 | 78 | nt | 80 | 95 | 73 | 60 | 79
O=c1[nH]nc(-c2ccccc2)c2sc(NC(=S)Nc3ccc(Cl)cc3)nc12 | 75 | 105 | 93 | 92 | 96 | 101 | 59 | 102
c1nc(N2CCCCC2)c2[nH]ccc2n1 | 94 | 106 | 98 | 104 | 113 | 103 | 92 | 97
Cc1ccc(-n2c(/C=C3\C(=O)Nc4ccccc43)ccc2COCC2CO2)cc1 (stereo unspecified) | 83 | 78 | 107 | 62 | 105 | 92 | 102 | 102
N#Cc1ccc(-n2nc(/C=C/c3ccc(F)cc3)cc2/C=C/c2ccc(F)cc2)cc1 | 81 | 104 | 94 | 96 | 105 | 98 | 86 | 106
Nc1ccc(NC(=O)c2ccccc2)c2c1C(=O)c1ccccc1C2=O | 82 | 89 | 101 | 109 | 107 | 95 | 107 | nt
O=S(=O)(NC1c2ccccc2Oc2ccccc21)c1ccc(Cl)cc1 | 89 | 103 | 76 | 92 | 87 | 84 | 83 | 99
COc1ccc(SC2c3ccc(C)cc3Oc3nc(N)c(C#N)c(N)c32)cc1 (stereo unspecified) | -49* | -88* | -73* | -94* | -51* | -87* | -35* | 3.1*
CC(=O)OC[C@]12CC[C@@H](C)[C@H](C)[C@@H]1[C@]13O[C@H](C1=O)[C@@H]1[C@@]4(C)CCCNC(C)(C)[C@@H]4CC[C@@]1(C)[C@]3(C)CC2 | 80 | 120 | 96 | 72 | 91 | 81 | 68 | 94
C=C(C)[C@@H]1CC[C@]2(C#N)CC[C@]3(C)[C@H](CC[C@@H]4[C@@](C)(CC/C(N)=N/O)[C@H](C(=C)C)CC[C@]43C)[C@@H]12 | nt | 93 | 89 | nt | 81 | 83 | 75 | 95
Cc1cccc(C)c1NCc1nc(-c2ccccc2)n[nH]1 | 88 | 99 | 95 | 98 | 122 | 103 | 88 | 108
O=C1c2cc(I)ccc2Oc2cc([N+](=O)[O-])ccc2N1c1ccc(Cl)cc1F | 81 | 85 | nt | 87 | 96 | 78 | 82 | 89
Clc1ccc(-c2nc(N3CCOCC3)c3c4c(sc3n2)CCCC4)cc1 | 88 | 114 | 101 | 94 | 91 | 108 | 91 | 115
O=[N+]([O-])c1ccc(Nc2cccc3cccnc23)c2nonc12 | 45 | 99 | 72 | 79 | 69 | 81 | 85 | 101
N#CC1=C(N)Oc2cc(O)ccc2C1c1cccs1 (stereo unspecified) | 99 | 78 | 98 | 90 | 87 | 105 | 84 | 91
CC(=O)O[C@@H]1CCN2C(=O)Nc3ccc(F)cc3[C@@H]2C1 | 93 | 82 | 112 | 102 | 125 | 112 | 91 | 111
COc1ccc(C2=NNC(c3cc(Cc4ccc(O)c(C5CC(c6ccc(OC)cc6)=NN5)c4)ccc3O)C2)cc1 (stereo unspecified) | 26 | 79 | 58 | nt | 65 | 58 | 50 | 43
COc1cccc(C2=NN(/C=C3\SC(=O)NC3=Nc3ccc(Cl)cc3)C(c3ccc(F)cc3F)C2)c1 (stereo unspecified) | 82 | 97 | 101 | 72 | 104 | 93 | 94 | 95
O=c1oc2ccccc2cc1-c1csc(N2N=C(c3ccc(Cl)cc3)CC2c2ccc(Cl)cc2)n1 (stereo unspecified) | 82 | 104 | 111 | 92 | 111 | 88 | 82 | 112
CC1(CCCC(=O)O)Nc2ccccc2-c2nc(=O)c(-c3ccc(F)cc3)nn21 (stereo unspecified) | 97 | 97 | 101 | 96 | nt | 76 | 106 | 104
N=C1C(c2nc3ccccc3s2)=C(O)CN1c1cc(Cl)cc(Cl)c1 | 148 | 64 | 71 | 67 | nt | 66 | 97 | 53
Cc1nn(-c2ccccc2)c(Oc2ccccn2)c1-c1nc2ccccc2[nH]1 | 95 | 91 | 90 | 84 | 112 | 73 | 74 | nt
